CatL block – inhibitors of human cathepsin L. purified cathepsin L, fluorogenic substrate, fluorescence. 58,000 compounds, 0.17% hits. P07711. inhibition, %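 (tested at 10 µM)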; in the data active means inhibition above about 45%;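 further: 0% = enzyme with no compound and 100% = no enzyme blank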
Target sequence (P07711 114-288 limits assumed): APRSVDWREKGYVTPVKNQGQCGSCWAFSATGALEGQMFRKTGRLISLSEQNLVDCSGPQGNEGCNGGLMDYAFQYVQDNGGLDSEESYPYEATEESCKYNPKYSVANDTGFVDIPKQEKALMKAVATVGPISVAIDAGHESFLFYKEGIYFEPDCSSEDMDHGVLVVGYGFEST
Target sequence (P07711 292-333 limits assumed): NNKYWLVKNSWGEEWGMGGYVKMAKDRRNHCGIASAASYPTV
CatG inh – cathepsin G (human) inhibition. AID 581. P08311. 62,000 compounds, 0.2% hits. inhibition, % at 5 µM (by protocol). purified enzyme, AMC-tetrapeptide fluorescence, pooled mixtures;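 active means inhibition above 20% in each of the two mixture wells holding the compound; inactive means inhibition of 20% or less in either well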;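 further: 0% = enzyme control without mixture and 100% = blank lacking enzyme; strong numbers were not always called active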
FXIa mix inh – blocks human factor XIa in pooled compound mixtures; P03951; purified FXIa, fluorogenic substrate; inhibition, % at 5 µM; 62,000 compounds, 0.19% hits; AID 680;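 further: each value is inhibition by a whole ten-compound pool holding the compound; 0% = enzyme with no mixture and 100% = wells lacking enzyme; strong numbers were not always called active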
FXIIa mix inh – factor XIIa (human) inhibition, mixture screen; P00748; purified FXIIa, fluorogenic substrate, pooled mixtures; inhibition, % at 5 µM; 62,000 compounds, 0.2% hits; AID 684;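 further: 0% = enzyme without compound and 100% = no enzyme blank; some results filed as inactive read as strong as hits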
AP complement – orthogonal test for alternative complement pathway inhibitors | Human serum alternative complement pathway, LPS-coated ELISA, C3 deposition; tested in compound mixtures | inhibition, % at 5 µM | 62,000 compounds, 0.08% hits | AID 1235;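 active means inhibition above 30% in each of the two pooled mixtures holding the compound, so the lower value exceeds 30%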;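 further: 0% = serum in Mg-EGTA without compound and 100% = EDTA serum blank; some compounds past the cut are filed as inactive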
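Medium: diluted human serum in Mg2+-EGTA GVB++. Assay system: human serum complement alternative pathway, C3 deposition onto LPS. Also added: Plate-bound LPS. Technique: Anti-C3 ELISA, OD 450 nm. Measure: percent inhibition. Incubation: 1 h at 37 °C. Dosing: 5 µM each compound, pools of ten, 50 µM per pool.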
C1s block – human complement C1s inhibition. purified C1s, fluorogenic AMC substrate, pooled mixtures. mean inhibition % of two 10-compound mixtures (stronger effect = higher value), % at 5 µM (by protocol). 62,000 compounds, 0.16% hits. AID 538;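 active means inhibition above 20% in each of the two 10-compound mixture wells holding the compound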;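 further: 0% = enzyme wells lacking compound mixture and 100% = no-enzyme blank wells; some compounds called inactive have numbers as strong as hits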
Target sequence (P09871 16-437 limits assumed): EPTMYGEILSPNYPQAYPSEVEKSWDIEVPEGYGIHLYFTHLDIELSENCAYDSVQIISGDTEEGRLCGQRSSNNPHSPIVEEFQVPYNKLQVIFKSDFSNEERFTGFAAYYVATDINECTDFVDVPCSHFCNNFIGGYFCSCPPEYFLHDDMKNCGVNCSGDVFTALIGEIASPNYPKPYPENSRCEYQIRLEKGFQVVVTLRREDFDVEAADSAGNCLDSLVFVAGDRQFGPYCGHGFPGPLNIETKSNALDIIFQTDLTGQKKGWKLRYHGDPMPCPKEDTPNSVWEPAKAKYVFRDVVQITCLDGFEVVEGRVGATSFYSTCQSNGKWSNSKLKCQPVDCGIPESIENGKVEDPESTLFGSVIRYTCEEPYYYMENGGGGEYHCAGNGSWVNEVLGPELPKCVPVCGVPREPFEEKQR
Target sequence (P09871 438-688 limits assumed): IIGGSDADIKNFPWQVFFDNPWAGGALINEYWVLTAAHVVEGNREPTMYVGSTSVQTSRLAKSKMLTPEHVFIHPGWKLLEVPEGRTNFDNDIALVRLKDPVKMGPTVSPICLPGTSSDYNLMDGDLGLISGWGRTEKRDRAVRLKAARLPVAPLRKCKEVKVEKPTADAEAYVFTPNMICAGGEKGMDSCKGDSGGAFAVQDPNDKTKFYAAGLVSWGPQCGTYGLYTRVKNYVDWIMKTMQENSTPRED
CatB mixtures – inhibitors of human cathepsin B in compound mixtures | Purified cathepsin B, AMC dipeptide fluorescence | inhibition, %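 (ten-compound pools at 5 µM per compound and 50 µM total)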 | 62,000 compounds, 0.06% hits; in the data active means inhibition above about 22%, passing the limit was not always enough; inconclusive means no clear call, values can overlap the other calls;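 further: 0% = enzyme without compound and 100% = no enzyme blank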
CatB inh – human cathepsin B inhibition. P07858. purified cathepsin B, fluorogenic substrate, fluorescence. AID 453. inhibition, %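 (tested at 10 µM)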. 63,000 compounds, 0.1% hits; in the data active means inhibition above about 21%;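 further: 0% = enzyme with no compound and 100% = no enzyme blank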
CatS inh – inhibitors of human cathepsin S; P25774; recombinant cathepsin S, AMC dipeptide fluorescence, pooled mixtures; inhibition, %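 (tested at 5 µM per compound within 10-compound mixtures)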; 62,000 compounds, 0.06% hits; AID 501; in the data active means inhibition above about 32%, passing the limit was not always enough; inconclusive means no clear call, values can overlap the other calls;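 further: 0% = enzyme without compound and 100% = blank without enzyme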
* = called active by the depositor; ? = inconclusive; . = not tested or not shown. Unless noted, no stated cut-off is given here; in the data, active means inhibition above about 20% (passing the limit was not always enough); inactive means the rest.

Each structure is followed by: AP complement	C1s block	CatB mixtures	CatS inh	FXIIa mix inh	FXIa mix inh	CatB inh	CatL block	CatG inh
C=CCn1c(SCC(=O)NCc2ccc3c(c2)OCO3)nnc1C1COc2ccccc2O1 (centres undefined)
  7	7	34	-3	13	33*	-2	-2	12
CCCC(=O)Nc1cc(OCC)c(NC(=O)NC2CCCCC2)cc1OCC
  -18	-13	5	8	11	4	8	-2	-9
Cc1cc(OCCN2CCOCC2)nc2ccccc12
  5	-14	-2	-5	-5	8	1	3	7
C=CCn1c(SCn2nnc3ccccc3c2=O)nnc1-c1ccc(F)cc1
  11	9	5	-18	2	6	10	1	9
COc1cccc(C(=O)CSc2nnc(CNS(C)(=O)=O)n2-c2ccc(C)cc2)c1
  -7	-2	-1	4	1	7	-2	-2	1
O=C1Nc2ccccc2C(O)(C(=O)NCc2ccco2)N1c1ccc(Cl)cc1 (centres undefined)
  12	12	5	-2	5	-1	1	6	10
CN(CC(=O)N1CC=C(c2ccccc2)CC1)S(=O)(=O)c1ccc2c(c1)c(=O)n(C)c(=O)n2C
  20	6	-3	2	0	-6	4	.	2
O=C(Nc1cccc(Oc2ccc3c(c2)C(=O)NC3=O)c1)c1ccco1
  6	-21	1	-4	-11	0	4	1	-7
O=C(O)c1ccc(-n2nnnc2SCc2ccccc2F)cc1
  12	7	6	-3	11	8	0	-5	22
CCOC(=O)c1ccc(N=Cc2nc3ccccc3n2C)cc1
  8	-6	0	7	7	4	2	10	9
Cc1cc(C)c2cc(CN(CCO)Cc3nnnn3Cc3ccccc3)c(=O)[nH]c2c1
  15	2	4	-3	2	3	3	2	9
CC(=O)N(C(C)=O)c1cccc2c(N(C(C)=O)C(C)=O)cccc12
  4	-3	6	1	-17	3	-4	2	1
O=C(CCCC(=O)N1CCN(c2ccccc2F)CC1)N1CCN(c2ccccc2F)CC1
  14	0	0	-7	1	7	-1	-5	-1
CC(=O)OCC(OC(C)=O)C(OC(C)=O)C(OC(C)=O)C(=O)Nc1ccccc1C (centres undefined)
  -22	2	1	0	3	6	2	14	-1
CN(C)c1nc(N)nc(/C(C#N)=C/C2CC3C=CC2C3)n1 (centres undefined)
  10	-23	7	1	3	7	-3	.	0
O=C(COC(=O)c1cc(S(=O)(=O)N2CCCCC2)ccc1N1CCOCC1)NC1CCCCC1
  3	2	2	6	-16	-1	2	15	2
Cc1ccc(C)c(/C(O)=C2\C(=O)C(=O)N(CCCN3CCOCC3)C2c2cccnc2)c1 (centres undefined)
  18	19	6	-4	7	7	3	-4	10
CCCCOC(=O)n1c(SCC(=O)N(CC)CC)nc2ccccc21
  -9	0	1	11	1	2	1	8	1
O=C(CSc1nnc(-c2cccs2)o1)OC1CCCCC1
  -2	11	5	13	9	6	4	-6	9
CCCSc1nnc(-c2cccc(S(=O)(=O)N(C)C)c2)n1-c1cc(OC)ccc1OC
  56	12	0	-2	10	9	2	5	7
Fc1ccc(NCc2cn3ccccc3n2)cc1
  5	2	1	50	3	-2	6	15	6
CCN1CCN(C(c2cc(OC)c(OC)c(OC)c2)c2nnnn2C(C)C)CC1 (centres undefined)
  -4	-54	-2	-12	12	2	7	18	-7
Cn1c(=O)c(-c2ccccc2)nn2c3ccccc3nc12
  9	7	9	1	12	12	1	-1	2
O=C(CNC(=O)c1cccs1)NCCN1CCN(c2ccccc2F)CC1
  1	5	5	11	9	21*	1	12	8
Cc1cc2n(n1)C(c1ccccc1)Nc1ccccc1-2 (centres undefined)
  -2	-1	3	9	3	-3	0	-9	5
CCN(c1ccccc1)S(=O)(=O)c1ccc(Oc2ccc(-n3ccnc3)cc2)nc1
  8	-22	-2	-10	-4	-12	1	3	3
NS(=O)(=O)c1ccc(CNC(=O)C2CCCCC2)cc1
  -15	-1	0	1	4	6	.	11	-3
O=C1C(Cl)=C(N2CCOCC2)C(=O)N1CCc1ccccc1
  1	4	5	16	-16	7	3	2	7
CCCC(=O)Nc1nc(C(=O)OCC)cs1
  8	9	7	6	28	5	6	10	7
CCC(C)(C)N1CC(=O)N(Cc2ccccc2)C(c2ccc(OC)cc2)C1=O (centres undefined)
  -14	-5	-1	8	3	6	-1	1	-7
c1ccc(-c2onc3cc4c(cc23)OCCO4)cc1
  7	-22	1	2	8	11	4	.	7
O=C(Nc1nnc(-c2ccc3c(c2)OCCO3)o1)c1ccc(Cc2ccccc2)cc1
  21	12	1	-2	13	10	3	16	28
O=C(Nc1ccccc1C(=O)NCCCn1ccnc1)c1ccccc1
  -8	-56	3	22	-17	7	7	18	9
O=C(CSc1nnc(-c2ccccc2)n1-c1ccccc1)NCc1ccco1
  12	0	-1	-9	2	-2	-3	31	7
CCOC(=O)C1CCN(C(=O)c2cn(CCOC)c(=O)c3c2c2ccccc2n3C)CC1
  20	-12	4	-11	2	5	-6	-20	-2
COc1ccc(NC(=O)C2CC(=O)OC2(C)C)cc1 (centres undefined)
  -4	2	-5	0	5	6	1	12	-3
CCn1c(SCC(=O)OC)nc2sc3c(c2c1=O)CCC3
  21	-1	0	15	2	3	1	.	-2
CC(=O)c1c(C)cc(C)c(CSc2nc(C)cc(=O)[nH]2)c1C
  3	13	3	13	1	11	9	.	9
CC1=C(C(=O)Nc2ccccc2)C(c2ccc(C)o2)n2c(s/c(=C\c3ccco3)c2=O)=N1 (centres undefined)
  5	-60	0	9	2	-2	-1	1	-5
O=c1[nH]c(=O)n([C@H]2C[C@H](O)[C@@H](CO)O2)cc1F
  21	-4	-7	8	1	3	-1	18	16
O=C(CN1C(=O)COc2ccccc21)N(Cc1ccc2c(c1)OCO2)CC1CCCO1 (centres undefined)
  4	15	4	5	4	4	2	.	11
COc1ccc(CCNc2oc(COc3ccc(F)cc3)nc2C#N)cc1
  4	7	3	2	27	11	-1	5	6
Cn1ccnc1C(O)c1cc(C(C)(C)C)c(O)c(C(C)(C)C)c1 (centres undefined)
  7	3	-7	-3	-23	0	2	5	11
COC(=O)c1sc2nc3c(cc2c1N)C(=O)CC(C)(C)C3
  -9	-8	3	15	3	7	10	7	-4
O=C(OCc1ccccc1)c1ccc(Br)o1
  4	-79	-14	-4	2	-32	0	2	-7
Cn1c(=O)[nH]c(=O)c2c1nc(Br)n2CCOc1ccccc1
  4	0	-3	-9	-2	7	2	-1	7
O=C(NC1CCCCC1NC(=O)c1cccs1)c1cccs1 (centres undefined)
  8	12	1	7	-19	1	2	17	10
CCOc1ccc(C(=O)Nc2cc(C)on2)cc1OCC
  -2	16	7	17	4	10	1	0	14
c1ccc(CCNc2nc3ccccc3n3nnnc23)cc1
  -3	-9	-1	7	16	8	0	-7	0
Cn1c(=O)cc(OCC(=O)N2CCN(c3cccc(C(F)(F)F)c3)CC2)c2ccccc21
  6	19	5	-19	3	4	5	-1	13
COc1cc(C2C(C(=O)Nc3ccccc3OC)=C(C)Nc3ncnn32)ccc1O (centres undefined)
  11	11	-1	9	9	1	5	.	12
c1ccc2c(c1)[nH]c1nc(SCCN3CCOCC3)nnc12
  -6	-14	-3	5	0	4	-1	6	1
O=C(Nc1c(F)cc(F)cc1Br)c1ccco1
  -1	20	2	8	14	1	1	8	14
O=C(C1CC(c2ccc(F)cc2)=NO1)N1CCc2ccccc2C1 (centres undefined)
  15	-1	3	3	-23	7	1	.	0
CCSC1=C(C#N)C(c2cccc(O)c2)CC(=O)N1 (centres undefined)
  23	11	2	-2	-5	7	-1	-5	7
O=C(NC1CCN(Cc2ccccc2)CC1)C1CCN(S(=O)(=O)c2cccc3cccnc23)CC1
  7	12	2	9	6	6	-1	-16	4
Cc1ccc(-c2nnn(CC(=O)N(CC(=O)NC3CCCCC3)c3cnc4ccccc4c3)n2)o1
  10	23	10	-1	1	28	3	6	32
O=S(=O)(c1ccc(NCCc2c[nH]c3ccccc23)nc1)N1CCOCC1
  8	0	3	6	1	-7	0	-2	-2
COC(=O)c1[nH]c2ccc(C)cc2c1NC(=O)CN1CCN(Cc2ccccc2)CC1
  7	-14	2	-1	4	-3	-9	-7	-1
COc1cccc(C(=O)NCC(c2cccnc2)N2CCN(c3ccccc3OC)CC2)c1 (centres undefined)
  19	14	1	-3	3	6	5	.	9

Further compounds:
Each structure is followed by: AP complement	C1s block	CatB mixtures	CatS inh	FXIIa mix inh	FXIa mix inh	CatB inh	CatL block	CatG inh
CCn1c(SCC(=O)Nc2ccc(S(=O)(=O)Nc3ccccn3)cc2)nnc1-c1ccncc1
  10	13	4	?	3	6	2	.	9
CCCCC(=O)OCC(=O)Nc1ccc(OC(F)F)cc1
  8	8	4	-5	10	12	-1	-10	24
FC(F)(F)c1cc(-c2ccco2)nc(-n2cnc3ccccc32)n1
  58	13	2	-9	0	7	3	0	7
O=C(c1ccco1)N1CCN(c2cc(=O)n(C3CCCCC3)c(=O)[nH]2)CC1
  10	-42	2	-6	11	-1	2	4	6
O=S(=O)(c1ccc(Br)cc1)N1CCn2c(nc3ccccc32)C1
  31	-2	-2	-1	5	1	-2	-2	-3
COc1cccc(C=Nc2cccnc2)c1O
  8	-16	6	-4	13	8	-3	-3	-3
COCCNC(=O)c1ccccc1-c1nc(-c2ccccc2Cl)no1
  13	11	4	-4	6	2	-2	2	9
O=C(COc1cccc2ccccc12)N1CCN(c2ccccn2)CC1
  4	-10	0	-3	5	4	2	-8	-7
CC(=O)N1CCc2cc(S(=O)(=O)CCC(=O)Nc3ccc4c(c3)OCCO4)ccc21
  2	3	4	16	6	3	3	15	14
COc1ccc(NC(=O)CC(NCCc2ccccc2)C(=O)O)c(OC)c1 (centres undefined)
  -1	-5	1	24	2	3	4	.	1
CC1CCc2nn(CC(=O)NCCC3=CCCCC3)cc2C1 (centres undefined)
  20	-46	0	-2	7	-8	-3	-4	1
CCN(CC)C(=O)CSc1nc2ncccc2[nH]1
  12	17	2	-1	1	7	0	2	16
N#CCCC12CCCCC1=Nc1ccccc12 (centres undefined)
  -33	-14	3	4	3	1	5	8	-9
Cn1nccc1C(=O)NCCN1C(=O)OC(C)(C)C1(C)O (centres undefined)
  0	6	-2	-7	6	0	-1	12	2
O=C(COc1ccc(F)cc1)Nc1ccc(-n2cnnn2)cc1
  7	12	5	10	-2	6	4	14	9
COc1cccc(-c2nnc(SCc3ccc(C#N)cc3)n2Cc2ccco2)c1
  -2	-29	6	13	15	9	0	-1	-1
Nc1ccc(S(=O)(=O)Nc2ccc(S(N)(=O)=O)cc2)cc1
  3	-2	-10	6	-1	-2	-1	14	10
CCc1ccc(CNc2ccc3c(c2)ncn3C)cc1
  10	-27	4	2	7	7	-4	10	0
COc1ccc(Br)cc1CNC(=O)C1CCCN(c2nc3ccccc3o2)C1 (centres undefined)
  3	-13	6	5	7	1	1	16	1
Cc1cccc(OCCCC(=O)Nc2nccs2)c1
  1	9	-5	4	3	3	-1	2	-1

A draw from above in order of molar mass, smallest number first:
Each structure is followed by: AP complement	C1s block	CatB mixtures	CatS inh	FXIIa mix inh	FXIa mix inh	CatB inh	CatL block	CatG inh
Nc1ccc(S(=O)(=O)Nc2ccc(S(N)(=O)=O)cc2)cc1
  3	-2	-10	6	-1	-2	-1	14	10
COc1ccc(NC(=O)CC(NCCc2ccccc2)C(=O)O)c(OC)c1 (centres undefined)
  -1	-5	1	24	2	3	4	.	1
COc1cccc(-c2nnc(SCc3ccc(C#N)cc3)n2Cc2ccco2)c1
  -2	-29	6	13	15	9	0	-1	-1

Bioassay records deposited in PubChem by PCMD.

Not all compounds are listed, so the mix of outcomes need not match the whole.
